AI-2 QS mod – Vibrio harveyi AI-2 quorum sensing modulation; Vibrio harveyi JMH597 AI-2 luminescence/OD600 ratio, 9 h; active compounds read low; strain lacks LuxN and CqsS sensors; 0 = neutral-control median; actives 0.4% (n = 300,000); activity change, % at 7.5 µM; in the data active = activity change below about -75%, passing the limit was not always enough;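 note: luminescence divided by OD600 gain over 9 h not by final OD600 alone; inactives centre near 13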
MrgX1 ag – activates human MrgX1 receptor signaling; Q96LB2; MrgX1-HEK293 cells, Fluo-4 calcium fluorescence, agonist mode; active compounds read high; B-score at 10 µM; actives 0.44% (n = 310,000);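 active = calcium response B-score plate-corrected fluorescence ratio at least 3 library SD, with starting fluorescence B-score inside 5 SD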
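Material – MrgX1-expressing HEK293 cells · Input – 15,000 cells seeded per well · Dosing – compound as first of three additions · Times – overnight seeding, then 1 h dark dye loading · Measured by – kinetic Fluo-4 NW fluorescence of intracellular calcium · Read-out – B-scored fluorescence response ratio · Benchmarks – positive and negative control wells on each plate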
TRPC4 block – inhibitors of mouse TRPC4 channel; actives 0.39% (n = 300,000); AID 2247; B-score at 10 µM; HEK293 TRPC4beta/mu-opioid, DAMGO-evoked Fluo4 calcium flux; active compounds read low; Q9QUQ5;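 active = B-score over 3 SD under the library average, no early fluorescence shift, positive overall ratio signal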
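material = TRPC4beta/mu-opioid receptor HEK293 cell line | probe or stimulus = sequential submaximal and maximal DAMGO stimulation | compound dosing = one concentration per compound | measured by = Fluo4 Ca2+ flux fluorescence | evaluation = integrated fluorescence ratio relative to baseline, converted to per-well B score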
TRPC4 PAM – allosterically enhances the mouse TRPC4 cation channel. Q9QUQ5. HEK293 TRPC4beta/mu-opioid, DAMGO EC20, Fluo-4 Ca2+ flux; active compounds read high. B-score at 10 µM. actives 0.42% (n = 310,000). AID 2227;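 active = B-score of calcium response area above 5 SD of library B-scores, with initial fluorescence ratio within 5 SD of library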;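 note: B-score of integrated fluorescence ratio over time as area under calcium response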
PolyA inhibitor – blocks polyadenylation in yeast reporter cells. S. cerevisiae SKY197-pL101 polyadenylation reporter, beta-gal luminescence; efflux-impaired pdr1/pdr3 knockout yeast; score 100 = 6 SD above DMSO. calls only at 12 µM. actives 0.02% (n = 300,000). AID 1875;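 active = lowest replicate activity score at least 50, where 100 means six control SD above control mean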;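 note: yeast exposed to compound for 9 h at 30 °C; higher score means more reporter readthrough which indicates perturbed polyadenylation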
MrgX1 antagonist – antagonists of human MrgX1 receptor; AID 588676; actives 1.3% (n = 310,000); Q96LB2; MRGX1-HEK293 calcium flux, Fluo-4, BAM8-22 antagonism; active compounds read low; B-score at 10 µM;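 active = calcium-response B-score plate-corrected more than 3 library SD below zero, starting fluorescence within 5 deviations, no agonist response on first addition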;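 note: peak minus trough fluorescence over baseline after final BAM8-22 challenge near maximal dose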
MrgX1 PAM – allosterically activates human MrgX1 receptor signaling; B-score at 10 µM; MrgX1-HEK293, Fluo-4 calcium flux, FDSS; active compounds read high; actives 0.63% (n = 310,000);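 active = plate-corrected calcium response at least 3 library SD above typical, normal starting fluorescence, not activating the receptor alone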;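 note: compound read alongside a low EC10 to EC30 dose of BAM8-22 agonist; peak minus trough fluorescence over baseline measured at the second addition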
TRPC6 act – mouse TRPC6 channel activation; Q61143; HEK293-TRPC6 membrane potential dye fluorescence; active compounds read high; B-score at 10 µM; actives 0.13% (n = 310,000); AID 2550;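 active = B-score of the integrated fluorescence ratio above library mean plus 3 SD, and starting fluorescence ratio within library mean plus 5 SD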;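 note: higher score means more depolarization so channel activation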
Target sequence (Q61143 whole entry, looked up): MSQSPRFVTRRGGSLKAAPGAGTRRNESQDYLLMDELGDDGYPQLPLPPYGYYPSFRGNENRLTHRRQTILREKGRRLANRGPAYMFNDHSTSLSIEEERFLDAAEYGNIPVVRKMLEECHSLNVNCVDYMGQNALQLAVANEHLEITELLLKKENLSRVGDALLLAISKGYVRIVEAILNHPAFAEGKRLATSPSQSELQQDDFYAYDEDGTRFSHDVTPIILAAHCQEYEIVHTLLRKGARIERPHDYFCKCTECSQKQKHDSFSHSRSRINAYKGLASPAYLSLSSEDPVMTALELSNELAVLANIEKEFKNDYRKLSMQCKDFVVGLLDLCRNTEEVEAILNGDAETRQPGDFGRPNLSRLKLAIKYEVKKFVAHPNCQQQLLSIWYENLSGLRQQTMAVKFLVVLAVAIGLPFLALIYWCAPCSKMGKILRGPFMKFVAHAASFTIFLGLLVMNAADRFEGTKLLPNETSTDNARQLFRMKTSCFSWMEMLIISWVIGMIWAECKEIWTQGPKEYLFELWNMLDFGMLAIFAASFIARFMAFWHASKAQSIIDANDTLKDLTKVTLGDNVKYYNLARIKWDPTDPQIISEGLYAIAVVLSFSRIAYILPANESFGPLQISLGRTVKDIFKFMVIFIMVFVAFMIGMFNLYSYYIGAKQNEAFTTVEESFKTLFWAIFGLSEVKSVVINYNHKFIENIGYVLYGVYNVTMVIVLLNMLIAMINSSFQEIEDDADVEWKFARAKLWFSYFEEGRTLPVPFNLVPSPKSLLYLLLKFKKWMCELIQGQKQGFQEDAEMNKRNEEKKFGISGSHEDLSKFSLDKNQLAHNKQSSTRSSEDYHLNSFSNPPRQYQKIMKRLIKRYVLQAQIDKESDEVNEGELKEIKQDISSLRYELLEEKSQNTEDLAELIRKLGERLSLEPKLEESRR
TRPC6 inh – inhibitors of mouse TRPC6 channel | Q61143 | HEK293-TRPC6, membrane potential dye, ACh-evoked depolarization; active compounds read low | B-score at 10 µM | actives 1.1% (n = 310,000);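 active = B-score under library mean minus 3 SD, initial fluorescence not abnormally high, positive integrated signal ratio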;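 note: B-score derived from integrated fluorescence ratio over the kinetic read; more negative B-score means stronger inhibition of depolarization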
HIF activator – HIF pathway transcriptional activation; U2OS HRE-luciferase reporter, luminescence; normalized: DMSO 0%, desferrioxamine 100%; activation, % at 7.5 µM (by protocol); actives 0.32% (n = 300,000); AID 1910;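 active = mean activation of at least 10% of the iron chelator positive control signal, with at least half of replicates also reaching 10%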
TRPC4 agonist – TRPC4 (mouse) channel activation; actives 0.49% (n = 310,000); AID 2237; Q9QUQ5; B-score at 10 µM; HEK293 TRPC4beta/mu-opioid, Fluo4 calcium fluorescence; active compounds read high;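 active = B-score above 5 SD of library B-scores, and initial fluorescence ratio not above library mean plus 5 SD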;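 note: positive B-score marks a calcium rise read as TRPC4 activation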
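System – HEK293 cells stably co-expressing mouse TRPC4beta and mu-opioid receptor · Signal – Fluo4 calcium-sensitive dye fluorescence, kinetic, 1 Hz baseline · Benchmarks – buffer (low) and maximal DAMGO (high) · Read-out – B score of integrated fluorescence ratio per well · Incubation – dye loading 45 min room temperature, 110 s kinetic read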
Starred values were filed as active, the others as inactive; i = inactive; . = no result given. An excerpt (hit frequency here may not be typical).

SMILES	AI-2 QS mod	MrgX1 ag	TRPC4 block	TRPC4 PAM	PolyA inhibitor	MrgX1 antagonist	MrgX1 PAM	TRPC6 act	TRPC6 inh	HIF activator	TRPC4 agonist
Cc1ccc(S(=O)(=O)N(C)CCCC(=O)NC(C)(C)C)cc1	43	i	i	i	i	i	i	i	i	0.0	i
CC1=CC(C)C(/C=N/N=C(N)N)C(C)C1 (stereo not given)	28	i	i	i	i	i	24*	i	i	0.1	i
CC1CN(C)C(C)CC1NCc1ccc2c(c1)OCO2 (stereo not given)	-2	i	i	i	i	i	i	i	i	-1.2	i
Cc1ccccc1N1C(=O)CC(N2CCN(C(=O)c3ccco3)CC2)C1=O (stereo not given)	7	i	i	i	i	i	i	i	i	0.4	i
Cc1cc(C)cc(C(=O)Nc2ccc(NC(=O)c3cccs3)cc2)c1	4	i	i	i	i	i	i	i	i	-0.3	i
CC1CCN(S(=O)(=O)c2ccc(S(=O)(=O)NCc3cccnc3)cc2)CC1	14	i	i	i	i	i	i	i	i	-0.4	i
CN1CCN(c2nc(-c3ccccc3)ncc2S(=O)(=O)c2ccccc2)CC1	10	i	i	i	i	i	i	i	i	-0.6	i
CSc1nnc(C)c(/C=C/Nc2ccc(F)cc2F)n1	8	i	i	i	i	i	i	i	i	-0.2	i
CCn1c(SCC(=O)Nc2nc(C)cs2)nnc1-c1ccco1	8	i	i	i	i	i	i	i	i	0.0	i
c1ccc(C2=Nn3c(nnc3-c3n[nH]c4c3CCC4)SC2)cc1	8	i	i	i	i	i	i	i	i	-0.2	i
Cc1ccc(/C=C/C(=O)N2CCC(Cc3ccccc3)CC2)cc1	27	i	i	i	i	i	i	i	i	-0.3	i
Cc1ccc2nc(SCC(=O)NCC3CCCO3)c(C#N)cc2c1 (stereo not given)	-1	i	i	i	i	i	i	i	i	1.0	i
O=C(c1ccco1)N1CCN(S(=O)(=O)c2cccc(C(F)(F)F)c2)CC1	8	i	i	i	i	i	i	i	i	-0.2	i
CCOC(=O)C1=C(c2ccccc2)Nc2ncnn2C1c1ccc(O)cc1 (stereo not given)	22	i	i	i	i	i	i	i	i	-0.2	i
O=C(COC(=O)Cc1ccc(Cl)cc1Cl)Nc1ccccc1OC(F)F	3	i	i	i	i	i	i	i	i	-1.0	i
CCOc1cc(/C=N\NC(=O)c2ccc(NC(=O)C(C)(C)C)cc2)ccc1OC(=O)c1ccc(C)cc1	2	i	i	i	i	i	i	i	i	-2.3	i
O=C(NCCCN1CCOCC1)c1cc(C(=O)C2CCCCC2)c[nH]1	30	i	i	i	i	i	i	i	i	-0.4	i
Cc1ccc(C(=O)NC2CCN(S(=O)(=O)c3ccc(C)cc3)CC2)cc1	6	i	i	i	i	i	i	i	i	-0.8	i
CCOCCCN(C(=O)Cn1nnc(-c2ccc(OC)c(OC)c2)n1)C(CC)C(=O)NC1CCCC1 (stereo not given)	3	i	i	i	i	i	i	i	i	-0.6	i
O=[N+]([O-])c1ccn(-c2nc(-c3cccs3)cc(C(F)(F)F)n2)n1	13	i	i	i	i	i	i	i	i	-0.2	i
CC1=NN(C(N)=S)C(=O)C1N=Nc1c(Br)cc(Br)cc1Br (stereo not given)	49	i	i	i	i	i	i	i	i	0.4	i
O=C1Nc2cc(Cl)c(Cl)cc2N(O)N1c1ccc(Cl)c(Cl)c1	14	i	i	i	i	i	i	i	i	0.6	i
O=C(NCC(=O)N(CC1CCCO1)C1(C(=O)NC2CCCC2)CCCCC1)c1ccccc1 (stereo not given)	-1	i	i	i	i	i	i	i	i	-0.8	i
N#CCCn1cc(/C=N/O)c(-c2ccc(-c3ccccc3)cc2)n1	13	i	i	i	i	i	i	i	i	2.2	i
CCC(=O)OCc1c(C(F)(F)F)nn(C)c1Oc1cccc(C(F)(F)F)c1	5	i	i	i	i	i	i	i	i	0.1	i
Cc1ccc(Cn2cccc(NC(=O)NC3CCCCC3)c2=O)cc1	13	i	i	i	i	i	i	i	i	-1.3	i
CCC(C)NC(=O)CSC1=Nc2ccccc2C2=NC(c3ccccc3)C(=O)N12 (stereo not given)	8	i	i	i	i	i	i	i	i	1.5	i
Nc1c(-c2cccs2)cnn1-c1nc(-c2ccc(Cl)cc2Cl)cs1	2	i	i	i	.	i	i	i	i	0.0	i
COc1ccc(-n2c(=O)c3ccccc3n(CC(=O)OCc3ccccc3)c2=O)cc1OC	-9	i	i	i	i	i	i	i	i	-0.4	i
CCCN1C(=O)CSC1=Nc1ccccc1	-3	i	i	i	i	i	i	i	i	-0.4	i
Cc1cc(=O)[nH]c(N/N=C/c2ccccn2)n1	-16	i	i	i	i	i	i	i	i	40*	i
COc1cccc2cc(C(=O)N3CCc4ccccc4C3)c(=O)oc12	21	i	i	i	i	i	i	i	i	1.7	i
CCc1nc(N2CCCC2C(=O)O)c2oc3ccccc3c2n1 (stereo not given)	40	i	i	i	i	i	i	i	i	0.0	i
O=Cc1cnc(N2CCOCC2)nc1	26	i	i	i	i	i	i	i	i	-0.1	i
Cc1ccc(N(CC(=O)NCC(O)c2ccccc2)S(=O)(=O)c2ccc(C)cc2)cc1 (stereo not given)	.	i	i	i	i	i	i	i	i	-13	i
NC(=O)c1ccc(-n2c(CCC(=O)O)ccc2-c2cccs2)cc1	20	i	i	i	i	i	i	i	i	-0.1	i
COc1ccc(Cl)cc1C(=O)Nc1cccnc1	23	i	i	i	i	i	i	i	i	-17	i
Nc1nc(N2CCN(c3ccc(Cl)cc3)CC2)n[nH]1	10	i	i	i	i	i	i	i	i	-0.3	i
CC(C)NC(=O)CN1CCN(Cc2nc(C(c3ccccc3)c3ccccc3)no2)CC1	5	i	i	i	i	i	i	i	i	0.0	i
CCOCCCNC(=O)N1CCOCC1	11	i	i	i	i	i	i	i	i	0.2	i
CCc1cccc(NS(=O)(=O)c2c(C)[nH]c(=O)[nH]c2=O)c1	35	i	i	i	i	i	i	i	i	-1.6	i
CS(=O)(=O)Oc1ccc2c(c1)O/C(=C\C=C\c1ccccc1)C2=O	20	i	i	i	i	i	i	i	i	1.9	i
N#Cc1ccccc1OCC(=O)Nc1ccc2c(c1)OCCCO2	-14	i	i	i	i	i	i	i	i	1.6	i
O=C(CC1Oc2ccccc2NC1=O)NCCCN1CCCC1=O (stereo not given)	29	i	i	i	i	i	i	i	i	.	i
O=[N+]([O-])c1ccc2c(c1)c(-c1ccccc1)nc1nncn12	24	.	i	i	i	.	.	i	i	-0.8	i
COc1ccc(C(=O)OCN2C(=O)c3ccccc3C2=O)cc1	17	i	i	i	i	i	i	i	i	-0.1	i
Cc1c(C(=O)C(=O)N2CCN(C)CC2)c2ccccc2n1C	15	i	i	i	i	i	i	i	i	-0.4	i
O=C(Nc1cccc2c1CCCC2)c1ccccc1F	25	i	i	i	i	i	i	i	i	-15	i
COc1ccc(C(=O)NC(C(=O)N2CCN(c3ccccc3O)CC2)C(C)C)cc1 (stereo not given)	18	i	i	i	i	i	i	i	i	-0.1	i
O=C(CSc1ccc2ccccc2c1)NCCCN1CCCC1=O	17	i	i	i	i	i	i	i	i	0.0	i
O=C1C(=O)N(Cc2cccnc2)C(c2ccccn2)/C1=C(/O)c1ccccc1 (stereo not given)	13	i	i	i	i	i	i	i	i	1.7	i
Cc1ccc(-c2noc(CSc3nnc(Cc4ccccc4)n3-c3cccc(C)c3)n2)cc1	8	i	i	i	i	i	i	i	i	-0.2	i
Cc1ccc(S(=O)(=O)Nc2ccc(-n3c(C)nc4ccccc4c3=O)cc2)cc1	13	i	i	i	i	i	i	i	i	-2.1	i
O=C(CCN1CCOCC1)Nc1cc(C(=O)Nc2ccccc2F)ccc1N1CC2CC(C1)c1cccc(=O)n1C2 (stereo not given)	14	i	i	i	i	i	i	i	i	0.0	i
COc1ccc(-c2nnc(SCCC(=O)O)n2-c2ccccc2)cc1OC	29	i	i	i	i	i	i	i	i	-0.3	i
CC(C)CC(=O)N1CCN(Cc2ccc(C(F)(F)F)cc2)CC1	23	i	i	i	i	i	i	i	i	-20	i
COc1ccc(NC(=O)/C(C#N)=C/c2ncc([N+](=O)[O-])n2C)c(OC)c1	.	i	i	i	i	i	i	i	i	-0.4	i
COc1cccc(/C=C/C(=C2/C(=O)N(c3ccccc3)N=C2C)c2ccc(C)cc2)c1OC	21	i	i	i	i	i	i	i	i	0.9	i
COc1ccc(C2(C(N)=O)CCCCC2)cc1OC	17	i	i	i	i	i	i	i	i	0.2	i
Cc1ccc(S(=O)(=O)N2CCOCC2)cc1NC(=O)CNCC1CCCCC1	11	i	i	i	i	i	i	i	i	-0.6	i
(listing goes on)
SMILES	AI-2 QS mod	MrgX1 ag	TRPC4 block	TRPC4 PAM	PolyA inhibitor	MrgX1 antagonist	MrgX1 PAM	TRPC6 act	TRPC6 inh	HIF activator	TRPC4 agonist
COc1ccc(-n2nc3c(c2NC(=O)C2CC(=O)N(c4ccccc4)C2)CS(=O)(=O)C3)cc1 (stereo not given)	25	i	i	i	i	i	i	i	i	0.1	i
CC1Cc2ccccc2N1S(=O)(=O)c1cnc(Cl)c(Cl)c1 (stereo not given)	19	i	i	i	i	i	i	i	i	0.5	i
Cc1cccn2c(N)c(-c3ccccc3)nc12	35	i	i	i	i	i	i	i	i	2.4	i
CCc1ccccc1NC(=O)N1CCCC(CCC(=O)N(C)CCc2ccccn2)C1 (stereo not given)	18	i	i	i	i	i	i	i	i	-0.2	i
S=C(Nc1ccccc1Cl)Nc1ccc(Cl)cc1Cl	30	i	i	i	i	i	i	i	i	0.6	i

Profiles, quoted from the list.
COc1ccc(-n2nc3c(c2NC(=O)C2CC(=O)N(c4ccccc4)C2)CS(=O)(=O)C3)cc1 (stereo not given) is entered as AI-2 QS mod: 25; MrgX1 ag: i; TRPC4 block: i; TRPC4 PAM: i; PolyA inhibitor: i; MrgX1 antagonist: i; MrgX1 PAM: i; TRPC6 act: i; TRPC6 inh: i; HIF activator: 0.1; TRPC4 agonist: i
CCc1ccccc1NC(=O)N1CCCC(CCC(=O)N(C)CCc2ccccn2)C1 (stereo not given) is entered as AI-2 QS mod: 18; MrgX1 ag: i; TRPC4 block: i; TRPC4 PAM: i; PolyA inhibitor: i; MrgX1 antagonist: i; MrgX1 PAM: i; TRPC6 act: i; TRPC6 inh: i; HIF activator: -0.2; TRPC4 agonist: i
